From PubChem BioAssay
UGM FP inh = inhibitors of M. tuberculosis UDP-galactopyranose mutase; hit rate 0.06% among 320,000; AID 504406; purified UGM, fluorescence polarization probe displacement; inhibition, % at 10 µM; P9WIQ1; in the data active = inhibition above about 10%, passing the limit was not always enough; inconclusive = no clear call, values can overlap the other calls
BioA inh = blocks M. tuberculosis BioA enzyme activity | AID 602481 | inhibition, % at 9.99 µM | hit rate 0.096% among 360,000 | purified M. tuberculosis BioA enzyme, plate reader; in the data active = inhibition above about 40%; inconclusive = no clear call, values can overlap the other calls
FadD28 binding = blocks FadD28 binding to the bisubstrate probe; fluorescence polarization; inhibition, % at 12.5 µM; hit rate 0.22% among 360,000; in the data active = inhibition above about 8.5%, passing the limit was not always enough; inconclusive = no clear call, values can overlap the other calls
BoNT F protease = BoNT F light chain protease inhibition. inhibition, % at 10 µM. AID 588497. Multiplex microsphere protease cleavage assay, flow cytometry. hit rate 0.22% among 360,000; in the data active = inhibition above about 35%, passing the limit was not always enough; inconclusive = no clear call, values can overlap the other calls; also: plate controls were buffer without enzyme for full effect and enzyme alone for no effect
FBA Mtb inh = inhibitors of M. tuberculosis fructose-bisphosphate aldolase | purified M. tuberculosis FBA, fluorescence read-out | P9WQA3 | hit rate 2.3% among 360,000 | AID 588726 | inhibition, % at 1 µM; in the data active = inhibition above about 27%;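 also: 0% = vehicle and 100% = reference inhibitor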
Target sequence (P9WQA3 whole entry, looked up): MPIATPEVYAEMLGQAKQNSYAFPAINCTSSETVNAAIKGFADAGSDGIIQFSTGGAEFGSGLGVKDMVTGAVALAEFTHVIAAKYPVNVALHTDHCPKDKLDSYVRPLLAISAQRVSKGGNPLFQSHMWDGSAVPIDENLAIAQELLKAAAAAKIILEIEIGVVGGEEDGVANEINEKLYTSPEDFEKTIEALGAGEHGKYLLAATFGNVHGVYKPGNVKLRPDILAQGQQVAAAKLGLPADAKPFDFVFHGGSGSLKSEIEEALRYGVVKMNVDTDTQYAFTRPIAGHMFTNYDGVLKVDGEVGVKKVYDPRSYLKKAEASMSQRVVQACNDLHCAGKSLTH
MazEF act = MazEF (E. coli) toxin RNase activation; P0AE70; FAM/BHQ RNA-DNA oligo cleavage fluorescence, 5 h; activation, % at 20 µM; hit rate 0.32% among 350,000; AID 504720; in the data active = activation above about 50%
Target sequence (P0AE70 whole entry, looked up): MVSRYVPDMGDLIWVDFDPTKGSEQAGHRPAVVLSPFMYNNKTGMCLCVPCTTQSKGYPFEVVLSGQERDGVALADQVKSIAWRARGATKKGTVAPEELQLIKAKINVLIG
GDH-TPI counter = GDH-TPI coupled enzyme inhibition counter-screen | GDH-TPI coupled enzyme counterscreen, NADH absorbance | inhibition, % at 4.8 µM | hit rate 1.2% among 360,000; in the data active = inhibition above about 30%;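 also: 0% = DMSO wells and 100% = wells lacking the enzyme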
Rv3671c inh = Rv3671c (M. tuberculosis) protease inhibition; P9WHR9; inhibition, % at 5.96 µM; hit rate 0.048% among 320,000; AID 2606; in the data active = inhibition above about 38%;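 also: extracellular domain of Rv3671c used as enzyme; 0% = enzyme with DMSO and 100% = no enzyme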
Target sequence (P9WHR9 whole entry, looked up, the tested form may be a part): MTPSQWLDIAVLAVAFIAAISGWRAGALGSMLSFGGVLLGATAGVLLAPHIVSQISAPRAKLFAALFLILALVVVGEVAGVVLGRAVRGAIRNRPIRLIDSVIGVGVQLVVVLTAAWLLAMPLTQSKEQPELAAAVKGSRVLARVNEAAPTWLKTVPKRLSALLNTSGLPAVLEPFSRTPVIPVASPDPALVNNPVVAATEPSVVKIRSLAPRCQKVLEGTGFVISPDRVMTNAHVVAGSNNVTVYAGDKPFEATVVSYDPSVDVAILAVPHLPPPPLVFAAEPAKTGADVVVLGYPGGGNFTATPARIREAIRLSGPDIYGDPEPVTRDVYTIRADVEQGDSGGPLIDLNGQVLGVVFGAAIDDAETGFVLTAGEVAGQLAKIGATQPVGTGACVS
PrPC TRFRET = reduces human prion protein on the cell surface; AID 720596; cell surface PrPC, TR-FRET read-out; inhibition, % at 13.8 µM; P04156; hit rate 0.43% among 370,000; in the data active = inhibition above about 24%; also: 0% = median of the test wells and 100% = reference compound wells
* hit, by the source's call; ? = inconclusive; / = not tested or not shown; + = active, no number. Rows are unselected. Share with any hit: about 4.8%.

compound	FBA Mtb inh	Rv3671c inh	BioA inh	MazEF act	UGM FP inh	FadD28 binding	PrPC TRFRET	GDH-TPI counter	BoNT F protease
COc1ccc(C)cc1NC(=O)CN(Cc1nnc(-c2ccc(Cl)cc2)o1)C1CCCC1	-5.2	-10.3	-0.3	-4.7	-2.1	-3.9	-1.2	-2.6	-0.4
O=c1nc2c(O)cccn2c2c1c(=O)[nH]c1ccccc12	-4.5	/	-16.7	-72.6	/	-0.5	-5.3	1.1	-2.1
CN(C)S(=O)(=O)N1CCC(Oc2cccc(C(=O)NC3CCCCC3)c2)CC1	1.5	-3.2	-0.2	6.0	-0.9	-1.0	7.2	-0.8	-5.3
N#C/C(=C(/O)CN1CCCC1)c1nc(-c2ccccc2)cs1	1.1	6.8	-0.3	-0.1	-1.3	-2.9	-9.9	21.2	-12.1
O=c1nc2ccccc2c(NS(=O)(=O)c2ccc(Cl)cc2)n1-c1ccccc1	6.3	0.9	1.1	-5.8	-0.1	-1.8	0.8	10.7	-10.4
COc1ccccc1NC(=O)c1cc2ccccc2nc1C	1.5	-11.8	/	-6.5	0.1	-0.8	-4.0	6.1	-4.7
S=c1[nH]nc(-c2ccco2)n1/N=C/c1ccc(Cl)cc1	-1.1	-13.7	0.0	-2.9	1.6	0.4	-5.7	7.0	-0.5
CCOc1ccccc1N(CC(=O)N/N=C/c1cc(Br)ccc1OC)S(C)(=O)=O	2.4	-1.7	/	-11.3	0.2	-8.1	-4.2	8.6	2.1
CC(C)(C)c1ccc(COn2c(=O)c(-c3ccco3)[n+]([O-])c3ccccc32)cc1	-0.7	-5.0	-0.7	19.1	1.2	-1.2	-7.0	-5.7	23.8
CC(=O)N1c2ccc(S(=O)(=O)CCC(=O)O)cc2CC1C (stereo unspecified)	3.3	-6.6	-1.0	9.2	2.8	-1.0	5.0	4.2	-11.8
C/C(=N\NC(=O)c1ccccc1Cl)c1ccccn1	2.7	-11.9	-0.8	8.9	2.7	1.1	-1.4	7.4	30.1
CCCc1cc(C(=O)N/N=C/c2ccc(C)o2)c2ccccc2n1	-4.2	1.2	0.0	6.9	-0.5	0.7	6.1	12.9	-3.1
O=C(OCC(=O)N1CCCC1)c1ccc(S(=O)(=O)Nc2ccccc2)cc1	0.9	6.1	-1.3	-4.8	-1.1	-0.4	-3.4	9.8	-3.8
CCOC(=O)c1cc(C#N)c(SCc2cccc3ccccc23)nc1C	-0.5	1.9	-1.1	-4.2	-0.1	-0.4	-0.5	8.7	0.5
COc1ccc(C(C)=O)cc1CC(=O)Nc1cccc(S(=O)(=O)N2CCOCC2)c1	1.5	-6.8	3.1	2.9	0.3	-0.8	-4.9	1.3	-2.6

compound	FBA Mtb inh	Rv3671c inh	BioA inh	MazEF act	UGM FP inh	FadD28 binding	PrPC TRFRET	GDH-TPI counter	BoNT F protease
O=C(CN1C(=O)COc2ccccc21)c1ccc(Cl)cc1	1.8	0.7	2.2	3.9	-0.3	-4.8	8.6	-4.6	-7.1
COC(=O)c1cnc(Nc2nc(C(N)Cc3ccccc3)cs2)nc1C(F)(F)F (stereo unspecified)	-0.7	/	-0.5	/	/	-3.5	-13.0	9.3	-9.6
C[C@@H]1CC=C[C@H]2[C@H]1C(=O)N(Cc1ccccc1)[C@H]2c1ccc2ccccc2c1	-0.2	-0.4	-1.2	-0.4	0.5	-1.9	6.6	0.8	-6.8
COc1ccc(Cc2c(O)nc(SCC(C)C)[nH]c2=O)cc1	-4.4	8.0	-0.6	-0.1	-0.7	-1.3	-4.6	-5.1	29.5
c1ccc(NCn2cncn2)nc1	-1.6	1.2	-0.9	0.9	-0.1	-0.1	-0.3	2.6	-4.5
Cc1ccc2c(C)c(C(=O)Nc3ccc(S(=O)(=O)Nc4onc(C)c4C)cc3)oc2c1	-0.2	2.6	2.5	-14.6	2.1	-0.3	1.7	8.9	-5.6
N#Cc1ccc(-c2cn3c(n2)SCC3)cc1	+	/	0.4	11.9	2.3	-3.3	-2.9	4.3	3.0
CS(=O)(=O)c1ccc(Cl)c(NC(=O)COC(=O)c2cccc(C#N)c2)c1	-2.3	-8.6	0.2	-9.7	-0.3	-3.1	0.3	-6.5	-1.7
O=C(COC(=O)c1cc(-c2cccs2)nn1-c1ccccc1)Nc1cc([N+](=O)[O-])ccc1Cl	1.4	-5.6	2.4	-3.7	1.3	-1.8	-6.0	-3.9	-1.3
COc1ccc(C)cc1NC(=O)C(C)N(c1ccc(C)cc1)S(C)(=O)=O (stereo unspecified)	1.8	3.2	-4.2	6.0	/	-2.3	2.3	-8.9	-21.5
Cc1ccccc1NC(=O)NCCN1CC1	-2.8	-8.4	-0.2	-1.5	-1.0	-6.4	-0.5	-5.3	?
COC(=O)CON1C(=O)c2ccccc2C1=O	-1.6	4.4	/	-2.4	2.3	-3.4	3.1	2.9	4.5
COc1ccccc1CNC(=O)COC(=O)Cn1cnc2ccccc21	7.5	-7.7	-0.1	1.1	1.4	-1.2	0.8	0.6	2.1
Cn1c(=O)oc2cc(S(=O)(=O)NCCC(=O)NCc3ccc(F)cc3)ccc21	-0.2	-7.9	-0.8	-1.9	2.8	-2.2	-1.1	0.9	-7.6
Cc1ccc(S(=O)(=O)N2CCN(C)CC2c2ccccc2)cc1 (stereo unspecified)	1.5	-9.5	-0.3	8.0	-0.4	0.6	-7.2	-2.5	/

compound	FBA Mtb inh	Rv3671c inh	BioA inh	MazEF act	UGM FP inh	FadD28 binding	PrPC TRFRET	GDH-TPI counter	BoNT F protease
CC12CCC(=O)N1C(C(=O)NCc1ccc(Cl)cc1Cl)CS2 (stereo unspecified)	2.1	-1.0	/	6.1	2.5	-1.0	0.0	5.3	/
CCCc1nnc(NC(=O)CCC(=O)Nc2ccc(F)cc2)s1	0.6	-8.2	-0.2	2.0	1.3	-3.5	6.5	2.8	-1.5
CCSc1nnc(N2C(=O)c3ccc(C(=O)c4ccc(C(=O)O)cc4)cc3C2=O)s1	-3.2	-0.8	-1.8	8.5	2.5	1.1	8.7	9.2	?
O=C(CN(C(=O)CCC(=O)Nc1nccs1)C1CCCC1)NCc1ccc2c(c1)OCO2	5.5	-2.0	/	3.2	1.8	-3.6	-0.1	-8.7	-6.4
CCOc1ccccc1N1C(=O)CC(Sc2nccc(C)n2)C1=O (stereo unspecified)	1.6	/	-0.9	3.4	2.2	1.1	8.1	-2.6	2.9
O=C(CNC(=O)c1ccc2c(c1)OCO2)Nc1ncccc1O	-3.8	2.3	-1.1	-10.4	-2.1	-1.9	-4.0	2.8	-5.5
CC(CCc1ccccc1)NC(=O)CSc1nccc(=O)[nH]1 (stereo unspecified)	2.1	1.2	0.2	-3.2	3.7	-1.1	-5.3	1.2	0.4
O=C(COc1ccc(S(=O)(=O)NC2CCCCC2)cc1)N1CCN(c2ccc(F)cc2)CC1	-2.0	-0.4	0.0	0.7	-0.2	-3.6	2.2	5.3	-0.4
CC1CC(NC(=O)CCn2c(=O)oc3ccccc32)CC(C)(C)C1 (stereo unspecified)	1.5	-6.7	0.9	15.7	1.3	-0.5	5.4	7.7	-13.2
COC(=O)c1ccc2[nH]c3c(c2c1)CC(C)CC3 (stereo unspecified)	6.4	5.6	1.3	0.8	4.9	-1.3	-1.7	10.3	-8.6
CN1C2C=C(N(CCc3ccccc3)C(=O)c3ccc(Cl)cc3)CC1CC2 (stereo unspecified)	-0.3	-0.1	/	11.4	-1.3	-3.1	-4.9	-0.3	-0.1
CC(O)CNc1nc2ccccc2n1CC(=O)NC12CC3CC(CC(C3)C1)C2 (stereo unspecified)	1.5	4.3	/	11.6	0.8	-0.6	-3.5	12.2	-3.2
CCCNC(=O)c1ccc2c(=O)n(Cc3ccco3)c(=S)[nH]c2c1	2.3	-11.6	-8.1	1.3	-3.2	-1.8	0.8	12.2	-1.5
O=C(Nc1ccc(Cl)cc1)O/N=C(\c1ccccc1)c1ccccn1	-0.2	-0.2	-0.3	0.5	0.2	-2.7	11.1	6.7	-9.9
O=C(Nc1ccc(Cl)cc1)c1ccc2ncsc2c1	2.2	-20.7	1.8	7.8	0.9	-0.9	5.9	2.9	3.6

Rewritten with each value named: 2 of the compounds above.
CC(O)CNc1nc2ccccc2n1CC(=O)NC12CC3CC(CC(C3)C1)C2 (stereo unspecified)
- FBA Mtb inh: 1.5
- Rv3671c inh: 4.3
- BioA inh: /
- MazEF act: 11.6
- UGM FP inh: 0.8
- FadD28 binding: -0.6
- PrPC TRFRET: -3.5
- GDH-TPI counter: 12.2
- BoNT F protease: -3.2

CCCNC(=O)c1ccc2c(=O)n(Cc3ccco3)c(=S)[nH]c2c1
- FBA Mtb inh: 2.3
- Rv3671c inh: -11.6
- BioA inh: -8.1
- MazEF act: 1.3
- UGM FP inh: -3.2
- FadD28 binding: -1.8
- PrPC TRFRET: 0.8
- GDH-TPI counter: 12.2
- BoNT F protease: -1.5

Next section:
compound	FBA Mtb inh	Rv3671c inh	BioA inh	MazEF act	UGM FP inh	FadD28 binding	PrPC TRFRET	GDH-TPI counter	BoNT F protease
NNC(=O)c1cc2c(ccc3ccccc32)o1	5.9	-3.3	/	4.7	-0.9	-6.3	5.2	4.5	-1.3
O=C(Cn1nnc(-c2ccccc2NC(=O)c2ccccc2F)n1)NC1CCCC1	-1.9	-27.9	2.1	-0.3	1.3	-2.4	-6.1	-6.7	-0.6
O=C(O)c1cccc(NS(=O)(=O)c2ccc(Cl)c(C(=O)Nc3cccc([N+](=O)[O-])c3)c2)c1	-0.1	-2.1	/	-3.3	2.2	-0.3	-7.9	10.2	/
CN(Cc1nc(-c2ccc(Cl)cc2)no1)C(=O)c1ccco1	0.5	2.0	0.8	11.9	-5.3	-0.4	0.6	6.0	-2.4
O=C(N/N=C/c1ccc2c(c1)OCO2)c1ccc(COCC(F)(F)C(F)F)cc1	1.4	-10.3	0.0	4.5	-1.0	-0.5	/	9.3	-11.1
C/C(CCC12CC3CC(CC(C3)C1)C2)=N\NC(N)=S	-1.2	0.4	0.3	2.6	1.1	-2.3	-3.1	-4.2	-2.5
Cn1nc(N)nc1N1CCN(c2ccc(F)cc2)CC1	-0.8	2.4	/	3.2	-0.9	-3.7	-5.5	-1.3	-6.2
COc1ccc(C(=O)C2CCCN(C(=O)CCc3ccccn3)C2)c(C)c1 (stereo unspecified)	0.1	-3.8	/	3.9	-0.7	-3.1	1.4	0.6	-4.8
Cc1ccc(S(=O)(=O)N2[C@@H](c3ccc(F)cc3)C(C(=O)O)=CC[C@H]2c2ccc(C(C)C)cc2)cc1	1.5	-11.0	5.0	-3.0	-2.6	-10.2	4.3	-5.8	3.7
CCN(CC)c1ccc(NC(=O)c2cnccn2)cc1S(=O)(=O)Nc1ccc(OC)cc1	1.4	-4.2	8.0	-0.1	-2.0	-3.1	4.1	14.0	-0.3
O=C(O)/C=C\C(=O)Nc1ccc(N2CCN(c3cccc(Cl)c3)CC2)cc1	1.9	-1.6	/	12.1	3.6	0.0	-0.4	-1.3	-22.0
O=C(Nc1nnc(-c2ccco2)o1)c1cccc(Cl)c1	1.7	1.8	/	-7.2	0.6	2.2	1.0	-1.3	3.4
O=C(O)c1cc(S(=O)(=O)N2CCOCC2)c(Sc2ccccn2)cc1Sc1ccccn1	0.7	/	/	-0.3	/	0.6	-3.0	8.1	7.7
Cc1ccc([C@H]2C[C@@H](n3cc(-c4ccc(F)cc4)nn3)[C@H](O)CN2C(=O)c2cccs2)cc1	-2.7	/	/	5.0	/	-5.5	-4.6	-7.1	1.3
O=C(c1ccc(F)cc1Cl)N1CCN(CCc2ccccc2)CC1	0.1	1.6	7.8	-0.8	-2.1	-8.1	0.0	10.4	-32.4

compound	FBA Mtb inh	Rv3671c inh	BioA inh	MazEF act	UGM FP inh	FadD28 binding	PrPC TRFRET	GDH-TPI counter	BoNT F protease
CC(=O)Nc1c([N+](=O)[O-])cc2c3c(cccc13)CC2	2.2	/	-1.3	/	/	-0.4	-35.0	/	2.7
Cc1ccc2nc(C)cc(N/N=C/c3ccc(F)cc3)c2c1	22.1	3.2	0.6	3.6	-0.5	1.0	5.1	-1.9	-6.9
COc1ccc(N=C2C(=O)Nc3ccccc32)cc1	3.1	-7.5	-1.7	-1.5	1.4	-1.1	-6.4	5.6	0.9
CC1(C)C2CCC1(C)C(SC(=N)N)C2 (stereo unspecified)	-2.3	/	/	12.8	/	-2.1	10.9	2.6	-2.7
Cc1nc(C(=O)N(C)C)nn1-c1ccc(Cl)cc1Cl	1.6	-3.9	/	-0.6	-0.7	0.1	0.3	5.7	/
